IEC-6 cytotox = kills IEC-6 intestinal cells in KLF5 counter-screen; IEC-6 cytotoxicity, luminescence viability; inhibition, % at 5 µM; 290,000 tested, 0.78% active; in the data active means inhibition above about 22%;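 further: 0% = plate median of test compound wells and 100% = cytotoxic reference compound wells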
HSP90 refold inh = blocks HSP90-mediated luciferase refolding in reticulocyte lysate; 290,000 tested, 0.91% active; AID 1789; Rabbit reticulocyte lysate, luciferase refolding luminescence, 3 h; inhibition, % at 5.6 µM;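 active means inhibition above the screen-wide mean plus 3 SD, computed separately per campaign, cut at about 16% in these data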;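 further: 0% = DMSO wells and 100% = 60 µM geldanamycin wells; inhibitors lower the luminescence because luciferase stays unfolded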
HSF1 activator = increases HSF-1 driven luciferase reporter signal; activation, % at 9 µM; 300,000 tested, 1.7% active; NIH3T3-HGL HSF-1 luciferase reporter, MG132, 8 h; 100% = twice DMSO control signal; AID 504408;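 active means mean replicate activation of at least 50% with a set share of replicates each reaching 50%; inconclusive means only one of those two conditions met; inactive means mean below 50% and too few replicates reaching it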;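 further: 0% = median of the neutral control wells and 100% = twice that signal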
AI-2 QS mod = modulates the Vibrio harveyi AI-2 quorum sensing system; activity change, % at 7.5 µM; AID 2094; 300,000 tested, 0.4% active; Vibrio harveyi JMH597 AI-2 luminescence/OD600 ratio, 9 h; hits give low values; strain lacks LuxN and CqsS sensors; 0 = neutral-control median; in the data active means activity change below about -75%, passing the limit was not always enough; inconclusive means no clear call, values can overlap the other calls;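 further: luminescence divided by OD600 gain over 9 h not by final OD600 alone; inactives centre near 13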
HIF activator = HIF pathway transcriptional activation; U2OS HRE-luciferase reporter, luminescence; normalized: DMSO 0%, desferrioxamine 100%; activation, % at 7.5 µM (by protocol); 300,000 tested, 0.32% active; AID 1910;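 active means mean activation of at least 10% of the iron chelator positive control signal, with at least half of replicates also reaching 10%; inconclusive means mean and replicate majority disagree about reaching 10%; inactive means mean and most replicates under 10%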
HSF1 inh = HSF1 inhibition. activity change, negative = inhibition, % at 7.5 µM (by protocol). NIH3T3-HGL HSE-luciferase, MG132-induced, luminescence 8 h; hits give low values. AID 2098. 300,000 tested, 0.77% active;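 active means more than half of replicate wells show activity change below -50%, luminescence cut by over half; inconclusive means some wells, but at most half, below -50%; inactive means no replicate well below -50%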;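 further: luciferase reports HSF-1 transcriptional activity via heat shock element; 0% = median of DMSO wells and -100% = zero luminescence signal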
Platelet DG rel = modulates dense granule release in human platelets | inhibition, %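 (compounds screened at 7.5 µM in platelet-rich plasma)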 | 300,000 tested, 0.22% active | human platelet-rich plasma, SFLLRN dense granule ATP release, luminescence;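 active means mean replicate score, as percent of positive control, at or above 50; inconclusive means mean below 50 but at least one replicate at or above 50; inactive means mean and every replicate below 50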
KLF5 inhibitor = inhibitors of KLF5 expression; 290,000 tested, 0.23% active; DLD-1 KLF5 promoter-luciferase reporter, luminescence; inhibition, % at 5 µM; AID 1700;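 active means inhibition above a per-plate limit of that plate's mean compound inhibition plus 3 SD, cut at about 60% in these data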;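 further: 0% = DMSO wells and 100% = LY294002 at 200 µM; higher means less KLF5 promoter-driven luciferase light; inactives centre near -14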
aSyn 5UTR inh = MLPCN primary screen, SNCA 5' untranslated region | alpha-synuclein 5'UTR reporter, inhibitor activity | inhibition, % (tested at 7.5 µM) | 300,000 tested, 0.82% active; in the data active means inhibition above about 60%; inconclusive means no clear call, values can overlap the other calls;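 further: H4 neuroglioblastoma cells stably carrying SNCA 5'UTR luciferase fusion; 0% = DMSO wells and 100% = positive control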
HDAC3 inh = inhibitors of human histone deacetylase 3 | O15379 | recombinant HDAC3, fluorogenic peptide/trypsin coupled, fluorescence | inhibition, % at 8.3 µM | 320,000 tested, 0.15% active | AID 2718; in the data active means inhibition above about 26%, passing the limit was not always enough; inconclusive means no clear call, values can overlap the other calls
Target sequence (O15379 whole entry, looked up): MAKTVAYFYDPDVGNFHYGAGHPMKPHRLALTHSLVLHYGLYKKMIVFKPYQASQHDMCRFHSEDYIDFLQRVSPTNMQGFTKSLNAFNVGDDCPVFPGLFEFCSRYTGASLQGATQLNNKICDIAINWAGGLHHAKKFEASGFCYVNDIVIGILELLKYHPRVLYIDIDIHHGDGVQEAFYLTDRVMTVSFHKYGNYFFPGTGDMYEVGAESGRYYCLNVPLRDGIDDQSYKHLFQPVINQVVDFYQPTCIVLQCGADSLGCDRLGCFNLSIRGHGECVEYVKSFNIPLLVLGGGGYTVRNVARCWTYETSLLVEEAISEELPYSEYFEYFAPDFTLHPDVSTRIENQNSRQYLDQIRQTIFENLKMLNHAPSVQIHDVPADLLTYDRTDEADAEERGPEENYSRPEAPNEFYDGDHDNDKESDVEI
An asterisk follows results filed as active; ? = inconclusive; · = not tested or not shown.

SMILES | IEC-6 cytotox | HSP90 refold inh | HSF1 activator | AI-2 QS mod | HIF activator | HSF1 inh | Platelet DG rel | KLF5 inhibitor | aSyn 5UTR inh | HDAC3 inh
Cc1c(O)c(=O)ccn1Cc1ccccc1 | -5 | 3 | -23 | 24 | 2.5 | -10 | 3 | -10 | 68* | -7
CC(=O)c1ccc(NC(=O)c2ccc3nc(-c4ccco4)c(-c4ccco4)nc3c2)cc1 | 0 | 5 | 1 | 17 | -0.8 | 0 | 5 | 1 | -9 | 7
COc1ccc(S(=O)(=O)N(CC(=O)NCC2CCCO2)C2CCCCC2)cc1OC (stereo not drawn) | -4 | -1 | -4 | 33 | 0.0 | -6 | -1 | -1 | 4 | -3
O=C(N/N=C/c1cccc2nccnc12)c1ccncc1 | -2 | 1 | -5 | 40 | 2.6 | -3 | -2 | -17 | 5 | -12
COc1cc(C2c3c(oc4cc(C)c(C)cc4c3=O)C(=O)N2c2cc(C)ccn2)ccc1O (stereo not drawn) | -5 | -3 | 8 | 13 | 0.3 | 4 | 9 | -21 | 20 | -8
CSCCC(NC(=O)OCc1ccccc1)C(=O)O (stereo not drawn) | 1 | -1 | 9 | 5 | 0.0 | 11 | -1 | -16 | -5 | -1
COc1ccccc1N1CCN(c2ncnc3sc(C(=O)NCC4CCCO4)c(C)c23)CC1 (stereo not drawn) | -8 | -3 | -4 | 2 | -0.1 | 2 | 27 | 0 | 9 | 9
CCCCn1nc(NC(=O)CCC)c2cc3cc(OC)ccc3nc21 | -18 | -5 | 3 | 34 | -3.5 | 6 | -13 | -40 | -35 | 11
CCOC(=O)c1c(-c2cccs2)csc1NC(=O)CCCC(=O)O | 5 | 2 | 2 | 40 | -0.4 | -3 | -4 | -28 | 15 | 10
O=C(c1cccnc1)N(Cc1ccccc1)c1ccccc1 | 1 | 2 | 0 | 12 | -0.5 | -7 | 6 | -11 | 2 | -4

Profiles, quoted from the list. Screens in order: IEC-6 cytotox	HSP90 refold inh	HSF1 activator	AI-2 QS mod	HIF activator	HSF1 inh	Platelet DG rel	KLF5 inhibitor	aSyn 5UTR inh	HDAC3 inh
COc1ccc(S(=O)(=O)N(CC(=O)NCC2CCCO2)C2CCCCC2)cc1OC (stereo not drawn) in the list: -4	-1	-4	33	0.0	-6	-1	-1	4	-3
COc1ccccc1N1CCN(c2ncnc3sc(C(=O)NCC4CCCO4)c(C)c23)CC1 (stereo not drawn) in the list: -8	-3	-4	2	-0.1	2	27	0	9	9

The list goes on.
SMILES | IEC-6 cytotox | HSP90 refold inh | HSF1 activator | AI-2 QS mod | HIF activator | HSF1 inh | Platelet DG rel | KLF5 inhibitor | aSyn 5UTR inh | HDAC3 inh
Cc1nnc(SCC(=O)NC2CCCCCC2)n1C(C)C | -1 | -3 | 7 | 16 | -0.2 | -2 | 0 | -6 | 4 | 4
CC(C)N1CCC2(CC1)C(C#N)=C(N)NC(S)=C2C#N | 0 | 1 | 9 | -5 | -0.3 | -1 | 0 | 2 | 3 | 4
O=C(NC1CCCc2ccccc21)c1ccc2c(c1)OCO2 (stereo not drawn) | 0 | -2 | 1 | 3 | 1.3 | 4 | 3 | 2 | 10 | 4
CC(C)(C)c1ccc(S(=O)(=O)NCC(=O)N2CCN(C(=O)c3ccco3)CC2)cc1 | 0 | -2 | 24 | 42 | -0.4 | -5 | 0 | -43 | 5 | -2
CC(=O)OC1CSc2nc3ccccc3n2C1 (stereo not drawn) | 3 | 0 | 1 | 13 | -0.2 | -5 | 0 | -21 | -2 | ?
Cc1sc2nc(CN3CCOCC3)[nH]c(=O)c2c1-c1ccccc1 | 0 | -1 | 48 | 24 | -1.0 | 8 | 0 | -9 | 15 | -10
CN1CCCN(C(=O)/C=C/c2ccc(F)cc2)CC1 | -2 | -1 | 2 | 19 | 0.2 | 5 | -4 | -15 | -16 | 3
O=C(C[n+]1ccccc1)N/N=C/c1ccco1 | 5 | 1 | -5 | 23 | -0.1 | 2 | 5 | -5 | 23 | 10
CCn1c(=S)sc2c(=O)[nH]c(SCC(=O)Nc3cc(OC)ccc3OC)nc21 | -8 | -1 | 4 | 26 | -0.3 | 0 | 1 | -42 | -1 | 4
COc1cccc(C2C(C(=O)c3cccs3)=C(O)C(=O)N2c2cc(C)on2)c1 (stereo not drawn) | 2 | -3 | 23 | 17 | 0.7 | 12 | · | -77 | -13 | 8
COc1cc(NC(=O)C2CCC(CNc3c(N4CCC(C)CC4)c(=O)c3=O)CC2)cc(OC)c1 (stereo not drawn) | 4 | -1 | -1 | 11 | 0.0 | 1 | 11 | -14 | 27 | -2
Cc1cc(C)cc(OCC(=O)Nc2ccc(F)cc2)c1 | -3 | 2 | -17 | 10 | -0.1 | 7 | -8 | -33 | 4 | 16
CCc1nnc(NC(=O)C2CCCN(S(=O)(=O)c3ccccc3)C2)s1 (stereo not drawn) | 2 | 5 | 3 | 23 | · | -3 | 2 | -10 | -21 | 2
Cn1ncc(SCc2ccccc2)c(Cl)c1=O | -5 | 0 | 7 | 17 | 0.6 | -5 | 0 | -38 | -64 | -7
N#Cc1c(N)nc(SCC(=O)NCc2ccc3c(c2)OCO3)c(C#N)c1-c1cccs1 | -6 | 1 | 3 | 21 | -0.1 | -4 | -1 | -6 | 14 | -1
CC1CCCC(C)N1C(=O)COC(=O)c1ccc(F)c(S(=O)(=O)N2CCOCC2)c1 (stereo not drawn) | 3 | -3 | -14 | 11 | -1.2 | -4 | -8 | -6 | -4 | -2
CCC(=O)N1CCN(c2ccc(NC(=O)c3ccc(N4CCOCC4)c([N+](=O)[O-])c3)cc2)CC1 | -2 | 1 | -14 | 10 | -0.1 | -8 | 3 | -4 | -5 | 3
CCn1cc(C(=O)OCc2ccccc2)c(=O)c2ccc(C)nc21 | -3 | 2 | 4 | 12 | 0.2 | -4 | -3 | -19 | 22 | -1
CCc1cccc(NC(=O)CCNS(=O)(=O)c2ccc3c(c2)oc(=O)n3C)c1 | -1 | -2 | 10 | 6 | -1.1 | 3 | 5 | 4 | -9 | 5
Cc1ccc(NC(=S)N/N=C/c2c(C)[nH]c3ccccc23)cc1 | -4 | -1 | 45 | 30 | 3.6 | 17 | -1 | -16 | -49 | 4
NC(=O)c1coc(-c2ccccc2)n1 | 10 | 4 | -32 | 2 | -0.5 | -11 | -3 | 4 | 4 | -3
COc1ccc(-n2c(CNC(=O)COc3ccc(Cl)cc3)n[nH]c2=S)cc1 | 1 | 2 | 6 | -18 | -0.3 | -4 | 2 | -11 | -12 | 3
CCOC(=O)C1=C(C)NC(C)=C(C(=O)OCC)C1C(=O)OCC(=O)NC1(C#N)CCCCC1 | · | · | 7 | 14 | 0.2 | -3 | -14 | · | 12 | -1
CN1CCN(C(=S)NCCc2ccccc2)CC1 | -5 | 0 | · | 15 | 0.2 | · | 1 | -16 | -15 | 6
Cc1cc(C)cc(NC(=O)COC(=O)c2n[nH]c3ccccc23)c1 | -3 | -1 | 16 | -89* | 2.0 | 11 | 2 | -21 | -44 | 0
Cc1c(N=C2C(=O)Nc3ccccc32)c(=O)n(-c2ccccc2)n1C | 3 | -2 | 19 | 25 | 0.1 | -1 | 31 | -1 | -17 | 1
NC(=O)C1CC(=O)N(c2ccc(OCc3ccc(Cl)cc3)cc2)C1 (stereo not drawn) | -2 | -2 | 27 | 20 | 1.8 | 17 | -6 | -92 | -146 | -2
Cc1ccccc1CSCC(=O)NNC(=S)NCC1CCCO1 (stereo not drawn) | -11 | -9 | 29 | 22 | -0.5 | 2 | 10 | -5 | -11 | -4
Cc1cc(Cl)n2c(nc3cc(F)c(F)cc32)c1C#N | 13 | 5 | 179* | -96* | 9.5* | 110 | -1 | 0 | 39 | ·
O=C(CCSCCc1ccccn1)Nc1cc(F)ccc1F | -5 | 0 | 4 | 29 | 0.4 | 3 | 13 | -40 | -14 | -6
COc1ccccc1NC(=O)Nc1nc(CC(=O)Nc2ccc(OC)c(OC)c2)cs1 | · | · | -2 | 12 | -33 | -1 | 0 | · | 16 | 5
Cn1nc([N+](=O)[O-])nc1Sc1ccc(Cl)cc1 | -1 | 1 | -10 | 34 | 0.4 | -2 | 0 | 3 | 4 | -4
O=C(Cc1ccccc1)Nc1ccccc1C(=O)NCC1CCCO1 (stereo not drawn) | -3 | -2 | 6 | 14 | -0.3 | 2 | -1 | -14 | 8 | -3
COc1ccccc1NC(=O)CSc1ncc(CO)n1Cc1ccc(F)cc1 | 5 | -4 | -1 | 57 | -0.2 | -8 | 4 | -34 | 3 | 3
Cc1cccc(C2CC(c3ccc(Br)cc3)Nc3nc(N)nn32)c1 (stereo not drawn) | -2 | 1 | -3 | 10 | 0.0 | -8 | 20 | -4 | -5 | -4
COc1ccc(C(=O)N/N=C/c2sc(N3CCOCC3)nc2-c2ccccc2)cc1OC | 7 | 3 | -10 | 20 | -0.4 | -6 | 13 | -3 | 16 | 1
COc1ccc2c(c1)c(C)cc[n+]2Cc1ccccc1 | 1 | -4 | -6 | 10 | -0.8 | 0 | -2 | -49 | -7 | -12
CCC(=O)Nc1cc2[nH]c(=O)cc(C)c2cc1C | 11 | 5 | 12 | 3 | -0.6 | 2 | 1 | -9 | 30 | -7
S=C(Nc1ccccc1)N1CCN(C2CCCCC2)CC1 | 2 | 2 | 13 | -3 | -0.3 | -1 | 4 | -23 | -12 | -4
CCCCNC(=O)Cn1c(=O)c2c(ncn2CC)n(Cc2ccccc2)c1=O | 6 | 0 | 2 | 15 | -0.9 | -1 | -1 | -40 | -5 | -5
CN(C)c1ccc(S(=O)(=O)N(C)C)cc1NC(=O)Cc1cccc2ccccc12 | 6 | 4 | 18 | 2 | -0.5 | 14 | 2 | -30 | 8 | 2
COc1ccc(S(=O)(=O)N(C)c2ccc(OC(=O)C(C)Oc3ccc(F)cc3)cc2)cc1 (stereo not drawn) | · | · | -2 | 20 | -0.1 | -5 | -2 | · | -11 | 5
Cc1ccc(N2CCN(/N=C/c3cccs3)CC2)cc1 | 1 | 1 | 18 | 6 | 0.9 | -9 | -2 | -37 | -22 | ?
CC(=O)Oc1ccc2c(=O)oc(-c3ccccc3C)nc2c1 | -6 | -2 | -17 | 20 | -0.4 | -1 | -5 | -41 | 3 | -5
COc1cccc(C(=O)NN2c3ccccc3CCc3ccccc32)c1 | -2 | -2 | 13 | 23 | -0.5 | 7 | -3 | -25 | 6 | 5
Cc1ccc(-n2cc(C(=O)c3ccc4ccccc4c3O)cn2)cc1 | -2 | 1 | 18 | 1 | 0.4 | 2 | -4 | 7 | -36 | 1
COc1ccccc1/C=N/NC(=O)c1cccc(OC(F)(F)C(F)F)c1 | 7 | -2 | 21 | 1 | · | 11 | -6 | -43 | -17 | -2
Cc1cc(C)c(-c2c(O)c3cnn(-c4ccccc4)c3[nH]c2=O)c(C)c1 | -7 | 1 | -11 | 8 | 0.6 | 1 | -12 | -15 | 6 | -2
NC(=O)[C@H]1CC2(CC(c3cccc(NC(=O)COc4ccc(Cl)cc4)c3)=NO2)CN1C(=O)c1ccc(Cl)cc1 (stereo partly drawn) | · | · | 16 | 10 | 1.2 | 22 | -1 | · | -7 | 22
Cc1ccc(C(=O)NNC(=O)c2ccccc2O)cc1S(=O)(=O)N1CCCCC1 | · | · | -6 | 19 | 0.3 | -2 | 7 | · | 1 | ·
Cc1nc2ccccc2n1C1CCN(CC(=O)Nc2ccccc2Br)CC1 | -1 | 3 | 9 | 10 | -0.2 | 5 | 1 | -5 | 9 | 7
